# Assay outcomes deposited in PubChem by several laboratories.
# Wee1 degr inh – human Wee1 degradation inhibition, primary screen; AID 1321; HeLa Luc-Wee1K328M stability, luciferase luminescence; 100% = proteasome inhibitor MG132 effect; 1.2% of 220,000 active; reporter increase, % at 5 µM; P30291;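 active = activation above the mean of all tested compounds plus 3 SD, set per screening run, cut at about 8.8% in these data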;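 note: cells exposed to compound for 20 h before luminescence read; 0% = DMSO alone and 100% = MG132 at 30 µM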
# thrombin 1536 – thrombin (human) inhibition. alpha-thrombin, Boc-VPR-AMC fluorogenic substrate cleavage. P00734. inhibition, % at 5 µM. 0.26% of 220,000 active;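 active = inhibition at or above 40%; inactive = inhibition below 40%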;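 note: 0% = enzyme with no compound and 100% = wells without enzyme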
#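 Material: human alpha-thrombin enzyme / Medium: pH 7.5 Tris (50 mM) with NaCl 150 mM, Tween 20 0.05% / Compound: single-point dosing at 5 µM, 0.2% DMSO / Incubation: enzyme reaction carried out at room temperature / Detection: AMC fluorescence, 355/460 nm / Read-out basis: percent inhibition scaled between no-compound controls and no-enzyme blanks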
# FXIa inh – inhibitors of human coagulation factor XIa; purified FXIa, Boc-Glu-Ala-Arg-AMC fluorogenic substrate; inhibition, % at 5 µM; 0.14% of 220,000 active; AID 798;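 active = inhibition of at least 40%; inactive = inhibition below 40%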;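 note: fluorescence of freed AMC excited at 355 nm; 0% = enzyme without compound and 100% = no enzyme blank; many of its hits are not listed in these tables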
# Hck-Nef inh – human Hck-Nef kinase inhibition | 0.68% of 220,000 active | AID 463187 | P08631 | inhibition, % at 20 µM | Recombinant Hck-YEEI plus Nef, Z-Lyte FRET kinase assay;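 active = Hck-Nef kinase inhibition above about 50%, limit read from the data; inactive = inhibition below that limit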;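 note: 0% = DMSO with Hck plus Nef and 100% = Hck alone without Nef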
# Runt-SMMHC FRET – Runt domain-CBFb-SMMHC interaction inhibition | Cerulean-Runt/Venus-CBFb-SMMHC FRET ratio 530/480, 1 h | 0.74% of 220,000 active | inhibition, % at 20 µM | Q01196+Q13951;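 active = mean inhibition across duplicate retests at 20 µM reaching about 50%, limit read from the data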;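 note: 0% = DMSO wells and 100% = wells with excess untagged CBFb-SMMHC; inhibitors lower the FRET ratio by blocking Runt binding to CBFb-SMMHC; some results filed as inactive read as strong as hits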
# Target sequence (Q01196 whole entry, looked up, the tested form may be a part): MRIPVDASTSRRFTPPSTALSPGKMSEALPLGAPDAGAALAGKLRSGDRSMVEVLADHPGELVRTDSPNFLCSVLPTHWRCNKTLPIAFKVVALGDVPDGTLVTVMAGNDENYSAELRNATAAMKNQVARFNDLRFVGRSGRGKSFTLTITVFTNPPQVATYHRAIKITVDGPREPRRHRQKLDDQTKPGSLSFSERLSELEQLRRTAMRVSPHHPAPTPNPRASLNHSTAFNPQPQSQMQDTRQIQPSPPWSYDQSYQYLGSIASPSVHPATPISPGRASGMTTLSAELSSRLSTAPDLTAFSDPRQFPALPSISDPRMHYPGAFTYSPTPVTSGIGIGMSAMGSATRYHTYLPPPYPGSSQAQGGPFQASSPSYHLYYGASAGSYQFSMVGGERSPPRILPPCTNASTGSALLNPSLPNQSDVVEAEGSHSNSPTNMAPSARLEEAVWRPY
# Target sequence (Q13951 whole entry, looked up, the tested form may be a part): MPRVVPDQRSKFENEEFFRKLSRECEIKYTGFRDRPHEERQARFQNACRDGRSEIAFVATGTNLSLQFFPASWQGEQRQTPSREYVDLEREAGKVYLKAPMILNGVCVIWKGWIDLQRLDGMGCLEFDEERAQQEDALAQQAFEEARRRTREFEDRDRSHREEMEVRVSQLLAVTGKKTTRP
# Runt-CBFb FRET – blocks binding of human RUNX1 Runt domain to CBFb. 0.46% of 220,000 active. Q01196+Q13951. inhibition, % at 20 µM. Cerulean-Runt/Venus-CBFb FRET ratio 530/480, 1 h. AID 1496;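 active = inhibition over about 50% at 20 µM in the single-dose screen, limit read from the data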;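 note: 0% = DMSO wells and 100% = excess unlabeled CBFb competitor control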
#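 Assay system: Cerulean-tagged RUNX1 Runt domain (FRET donor) fusion protein / Amount: 100 nM each of Venus-CBFb and Cerulean-Runt domain / Medium: Tris buffer pH 7.5 with salts and BSA / Also added: Venus-CBFb 100 nM / Schedule: 1 h complex formation plus 1 h compound treatment, room temperature / Signal: FRET fluorescence / Read-out: loss of energy transfer signal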
# hK5 inh – blocks human kallikrein 5 protease activity; inhibition, % at 5 µM; AID 873; Q9Y337; 0.59% of 210,000 active; recombinant hK5, fluorogenic AMC substrate cleavage;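 active = inhibition of 40% or more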;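 note: 0% = enzyme controls without compound and 100% = no-enzyme blanks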
# Target sequence (Q9Y337 67-293 limits assumed): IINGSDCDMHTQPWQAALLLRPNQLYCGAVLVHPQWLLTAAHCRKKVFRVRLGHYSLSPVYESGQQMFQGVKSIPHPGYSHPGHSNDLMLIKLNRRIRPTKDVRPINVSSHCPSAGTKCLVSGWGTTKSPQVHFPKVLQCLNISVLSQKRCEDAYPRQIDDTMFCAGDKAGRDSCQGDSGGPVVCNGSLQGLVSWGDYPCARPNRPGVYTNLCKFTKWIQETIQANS
# FXIIa inh – inhibitors of human coagulation factor XIIa. AID 800. 0.3% of 220,000 active. P00748. inhibition, % at 5 µM. purified FXIIa, Boc-QGR-AMC fluorogenic substrate, 2 h; in the data active = inhibition above about 40%;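 note: 0% = enzyme with no compound and 100% = blank without enzyme; many of its hits are not listed in these tables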
# 14-3-3 Bad PPI – disrupts binding of bovine 14-3-3 zeta to phospho-Bad peptide. TR-FRET 14-3-3zeta/Dy647-pBad peptide displacement, 1 h. P63103. 0.71% of 220,000 active. inhibition, % at 21.7 µM;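 active = inhibition above about 70%, limit read from the data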;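 note: 0% = full 14-3-3 plus peptide FRET controls and 100% = background without 14-3-3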
# The depositor's hits bear a star; · = not tested or not shown; [ ] = dose if it differs, or a comment. No enrichment for hits. About 4.2% of those tested had a hit in this group.
SMILES,Wee1 degr inh,thrombin 1536,FXIa inh,Hck-Nef inh,Runt-SMMHC FRET,Runt-CBFb FRET,hK5 inh,FXIIa inh,14-3-3 Bad PPI
O=S(=O)(Nc1nc(CN2CCOCC2)nc2sc3c(c12)CCCC3)c1cc(F)ccc1F,-0.8,-4.2,-4.7,-0.3,-2.7,-1.2,16.3,34.6,27.1
CCCOC(=O)c1ccc(NC(=O)C(CC)CC)cc1,-2.5,-14.9,-8.5,-0.7,4.6,-0.7,-17.2,-7.7,-7.2
Brc1ccc(-c2nnc(-c3ccccc3)c(N3CCSCC3)n2)cc1,3.7,4.7,2.8,1.0,3.0,-1.9,1.1,11.1,-12.1
CC(=O)Nc1ccc(S(=O)(=O)Nc2nc(CN3CCOCC3)nc3sc4c(c23)CCCC4)cc1,6.1,-1.9,-1.4,-2.0,-3.4,-3.5,-2.7,3.2,-1.2
COc1ccc(S(=O)(=O)N(C)C)cc1NCC(=O)Nc1ccc(F)cc1F,-1.9,-12.7,-3.5,0.9,4.6,-0.8,-7.8,4.4,-8.0
Cc1ccc(Cl)cc1-n1ncc2c(NNC(=O)c3ccco3)ncnc21,0.1,-1.4,-2.2,16.6,5.1,2.4,-4.3,3.5,-14.6
CCN1C(=O)/C(=C/c2cn(C)nc2C)SC1=S,0.8,3.2,7.3,9.6,-3.0,-4.5,2.6,12.2,4.3[fluorescence artefact?]
Cc1ccc(S(=O)(=O)NC(C)(C)CSc2nnc(Nc3ccccc3)s2)cc1,4.1,1.9,1.2,-10.6,4.1,-0.2,-7.2,7.1,-7.3
O=C(NC1CCS(=O)(=O)C1)/C(=C\c1ccccc1)NC(=O)c1ccccc1 (stereo not drawn),0.9,-6.0,1.6,0.3,1.8,2.0,6.7,-0.8,5.7
O=c1c(C(c2ccccc2)c2c(O)nc3n(c2=O)CCCS3)c(O)nc2n1CCCS2,-2.1,3.0,3.0,0.7,-10.5,-0.4,-7.6,17.0,13.7[fluorescence artefact?]
CC1CCCN(CCCOc2ccc(Cl)cc2Br)C1 (stereo not drawn),-3.5,-6.3,-4.1,2.3,0.2,-0.8,-9.4,2.1,35.6
CCn1nc(C)cc1C(=O)N1CCc2c([nH]c3ccccc23)C1c1cc(F)ccc1F (stereo not drawn),-1.1,-4.3,-3.6,2.7,0.6,0.4,6.2,-1.1,4.5
CCOC(=O)NCCOC(=O)Nc1ccc(Cl)cc1,0.1,-27.6,-7.7,58.3*,-4.5,2.5,-5.0,7.5,-4.2
CCOC(=O)c1cc2c(=O)n3ccccc3nc2n(CC(C)C)c1=NC(=O)c1c(-c2c(F)cccc2Cl)noc1C,0.4,-6.8,4.6,8.3,81.0*,64.1*,-7.5,4.1,-8.1
COc1cccc(NC(=O)c2ccccc2-c2nc(-c3ccc(F)cc3)no2)c1,-2.4,-8.9,-1.4,-0.1,-3.3,-0.3,-19.8,5.1,0.4
COc1ccc(C(=O)/C=C/Nc2cccc(O)c2)cc1,3.0,5.0,3.7,-1.1,3.7,2.8,-13.7,5.6,-11.7[fluorescence artefact?]
O=C(NC1(C(F)(F)F)C(=O)Nc2c1c(=O)[nH]c(=O)n2-c1ccccc1)c1cccnc1 (stereo not drawn),0.6,3.9,3.0,1.1,-2.6,2.0,4.9,16.1,5.4
O=C(OCc1cc2ccccc2[nH]c1=O)c1ccc([N+](=O)[O-])cc1,-1.3,-3.1,-1.6,26.5,-1.1,-1.3,-0.1,3.4,2.2
COc1ccc(OCC(=O)NNC(=O)c2c(-c3ccccc3Cl)noc2C)cc1,2.1,3.3,-0.4,-2.0,-2.7,0.9,-2.6,9.9,-0.3
CC1=C(C(=O)OCC2CCCO2)C(c2ccc(F)cc2)NC(=O)N1 (stereo not drawn),-3.0,-10.5,-5.5,21.7,-2.7,-0.3,-0.5,3.5,-7.5

# Two compounds picked at random from those above:
SMILES,Wee1 degr inh,thrombin 1536,FXIa inh,Hck-Nef inh,Runt-SMMHC FRET,Runt-CBFb FRET,hK5 inh,FXIIa inh,14-3-3 Bad PPI
CCCOC(=O)c1ccc(NC(=O)C(CC)CC)cc1,-2.5,-14.9,-8.5,-0.7,4.6,-0.7,-17.2,-7.7,-7.2
Cc1ccc(Cl)cc1-n1ncc2c(NNC(=O)c3ccco3)ncnc21,0.1,-1.4,-2.2,16.6,5.1,2.4,-4.3,3.5,-14.6

# Taken from above:
# Hck-Nef inh result of CCN1C(=O)/C(=C/c2cn(C)nc2C)SC1=S reads 9.6
# Runt-CBFb FRET result of O=C(NC1CCS(=O)(=O)C1)/C(=C\c1ccccc1)NC(=O)c1ccccc1 (stereo not drawn) reads 2.0

# Later entries.
SMILES,Wee1 degr inh,thrombin 1536,FXIa inh,Hck-Nef inh,Runt-SMMHC FRET,Runt-CBFb FRET,hK5 inh,FXIIa inh,14-3-3 Bad PPI
Brc1c(CSc2nc3ccccc3s2)nc2ncccn12,-0.1,-6.5,-5.0,-0.3,-2.8,-1.3,8.3,9.5,1.8
COC(=O)Cc1c(O)ccn(CCc2ccccc2)c1=O,0.8,·,1.4,23.5,-2.9,1.1,1.4,10.9,-2.5
CN1CCN(CC(=O)Nc2sc3c(c2C#N)CCC(C(C)(C)C)C3)CC1 (stereo not drawn),16.5*,-5.3,7.5,-6.4,-7.4,-3.2,-6.5,14.0,-7.6[fluorescence artefact?]
CCCC(=O)Nc1cccc(C(=O)Nc2nccs2)c1,1.6,2.8,0.1,0.6,1.1,-0.6,-1.4,7.1,-4.5
c1csc(-c2nc3nc4ccccc4nc3n2Cc2ccc3c(c2)OCO3)c1,2.2,3.8,5.0,6.4,-1.4,-1.8,-9.3,12.5,0.1
CCS(=O)(=O)NCC(c1ccco1)N1CCN(c2ccccc2F)CC1 (stereo not drawn),-1.1,-3.9,18.5,2.0,-0.6,-0.8,-5.5,6.2,2.3
O=C(c1ccco1)N1CCN(C(c2ccccn2)c2nnnn2C2CCCC2)CC1 (stereo not drawn),-1.0,-9.4,2.4,3.1,-2.0,-0.6,-23.0,7.5,13.2
CCc1ccc(N2CC(O)(c3cccs3)[N+]3=C2SCCC3)cc1 (stereo not drawn),-2.5,16.2,28.1,-8.8,1.0,0.0,18.4,18.4,26.1
Cc1cc(C)c(-n2c(SCCS(=O)(=O)c3ccc(F)cc3)n[nH]c2=O)c(C)c1,-0.1,-1.6,3.1,14.0,1.9,1.9,0.3,6.5,-15.6
COc1ccc(-c2noc(-c3ccccc3C(=O)Nc3cccnc3)n2)cc1,0.5,-9.6,-0.4,-0.4,-2.4,-0.8,-7.6,-4.4,0.7
O=C(c1cnsn1)N1CCC(CO)(Cc2ccc(Cl)cc2)CC1,1.1,1.0,-1.8,21.0,-0.7,-0.7,-3.9,3.4,-5.7
Cn1c(=O)oc2cc(S(=O)(=O)NCCC(=O)NC3CCCc4ccccc43)ccc21 (stereo not drawn),0.1,-0.5,4.7,0.7,0.6,0.0,-8.2,17.4,-1.6
CCOC(=O)C1=C(c2ccccc2)N=c2s/c(=C\c3cccc(O)c3)c(=O)n2C1c1cccs1 (stereo not drawn),-1.7,1.3,3.6,-2.4,-93.2,·,6.2,17.5,-2.1
COc1ccc(-c2csc(NC(=O)COC(=O)C3=COCCO3)n2)cc1,0.2,-9.5,-4.1,1.1,-1.4,1.0,-3.2,3.8,-16.1
Cc1ccc(OCCC(=O)OCC(=O)Nc2ccc(Cl)cn2)cc1,-2.8,-5.1,-17.6,-1.4,2.2,-0.6,-14.9,1.9,-3.0
CCc1ccccc1NC(=O)N[C@H](C(=O)O)C(C)C,2.9,-0.1,-2.1,-18.7,1.9,-0.6,-0.4,4.5,3.9
CCn1c(Cc2ccccc2)nnc1SCC(=O)Nc1nc(C)c(C)s1,-0.1,1.0,-3.3,1.0,-6.6,-0.9,-2.5,9.0,-7.5
COc1cc2[nH]c(=S)n(NC(=O)CC(C)C)c(=O)c2cc1OC,2.0,0.5,4.2,0.1,1.7,3.6,-15.0,13.2,-7.1
CCc1ccc(NC(=S)Nn2cnnc2)cc1,-0.5,-5.3,-3.3,8.5,-1.3,2.9,-2.5,6.6,-4.9
O=C1C2C3CCC(C3)C2C(=O)N1CNc1ccccc1 (stereo not drawn),2.5,-2.7,12.8,3.0,2.7,0.1,-13.8,13.6,-0.8[fluorescence artefact?]
CCOc1c(Br)cc(CNCc2cccs2)cc1OC,-3.3,-11.6,-7.7,0.9,1.1,1.3,10.3,-4.4,-2.1
CN1c2ccsc2/C(=N/Nc2ccc(F)cc2)CS1(=O)=O,1.7,-1.6,0.9,27.5,0.3,8.2,-5.4,4.5,-5.2
NS(=O)(=O)c1ccc(NC(=O)CN2C(=O)CCC2=O)cc1,-1.8,-2.7,0.7,24.2,-0.7,0.7,-2.0,4.0,-2.0
N#CCC(=O)N1CCn2c1nc1ccccc12,1.0,4.9,-10.0,0.2,2.5,0.4,-8.7,11.1,-3.4
C#CCOCCOCCOCCNc1nc(N2CCN(C(=O)Cn3cc(CCO)nn3)CC2)nc(N2CCN(C(=O)[C@H](C(C)C)n3cc(CCO)nn3)CC2)n1,2.9,0.0,8.9,-8.1,-6.3,0.2,-4.3,15.5,60.4[fluorescence artefact?]
O=C(c1cccc(Cl)c1)N(Cc1cccs1)C1CCS(=O)(=O)C1 (stereo not drawn),-1.6,0.1,-1.6,-0.9,-2.5,-1.4,2.6,14.4,2.6
O=C(CN1C(=O)C2CC=CCC2C1=O)NC1CCCc2ccccc21 (stereo not drawn),3.7,-5.4,-1.1,-1.8,-1.7,1.0,0.2,7.2,-10.4[fluorescence artefact?]
Cc1cc2nc(SC(C)C(=O)O)[nH]c2cc1C (stereo not drawn),-2.0,-6.0,-3.1,0.7,1.1,-0.6,2.4,-8.4,0.2
CC(=O)Nc1ccc(NC(=O)c2ccccc2Sc2ccc([N+](=O)[O-])cc2Cl)cc1,2.0,-4.7,0.5,-0.7,0.2,0.5,-0.2,7.5,-4.8
COc1ccc(Nc2nc3ccccc3nc2NS(=O)(=O)c2cccs2)cc1,6.2,-2.9,0.7,-1.4,1.4,0.1,-3.0,12.3,6.8
CC(C)c1ccccc1OCCNC(=S)NC(=O)c1cccnc1,4.3,3.5,-5.5,4.5,-6.8,-5.9,-18.2,-5.6,-9.2
CCOc1cc(/C=C(\C#N)C(=O)NCC2CCCO2)ccc1O (stereo not drawn),-0.3,1.8,24.9,3.0,31.9,17.6,-20.6,28.2,1.4[fluorescence artefact?]
CC(C)(C)OC(=O)N1CCC[C@@H]1C(=O)N1CCC(C(=O)O)CC1,-1.0,-4.2,-11.3,-2.3,-3.4,-2.5,7.9,-1.2,-3.4
O=C(NCCN1CCOCC1)c1noc2c1CCc1ccccc1-2,-0.8,7.6,6.1,-0.9,-5.1,1.4,9.6,11.0,5.3
CC(C)(C)CN1C(=O)C(=O)NC[C@H]1Cc1cccc2ccccc12,·,-3.4,-0.5,22.8,-0.7,-1.0,-2.5,4.1,-3.0
Cn1cc([N+](=O)[O-])c(C(=O)Nc2ccc(-c3nc4ccccc4o3)cc2)n1,0.0,-2.6,-1.5,22.9,-0.7,-1.5,0.9,9.0,5.7
